Bim-Bcl-2: inhibitors of Bim-Bcl-2 binding, primary screen, biochemical, multiplexed, human Bcl-2 family | inhibition, % at 10 µM | 0.06% of 190,000 active | AID 950, 2007 | Apoptosis regulator Bcl-2 (Homo sapiens), P10415 | Bead-based flow cytometry, Bim peptide-Bcl-2 binding; in the data active = inhibition above about 40%; inconclusive = no clear call, values can overlap the other calls;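 note: 0% = no compound wells with probe peptide and 100% = reference peptide inhibitor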
Target sequence (P10415 whole entry, looked up): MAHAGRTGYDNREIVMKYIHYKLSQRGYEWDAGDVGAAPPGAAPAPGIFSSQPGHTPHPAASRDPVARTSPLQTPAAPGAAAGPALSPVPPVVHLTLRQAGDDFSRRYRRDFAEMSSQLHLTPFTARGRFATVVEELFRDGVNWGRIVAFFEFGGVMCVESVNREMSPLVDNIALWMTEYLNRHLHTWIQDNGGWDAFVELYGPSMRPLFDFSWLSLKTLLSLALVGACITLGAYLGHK
Bim-Mcl-1: inhibitors of Bim peptide binding to Mcl-1, primary screen, biochemical, bead-based flow cytometry, multiplex; Bim peptide-Mcl-1 binding; Induced myeloid leukemia cell differentiation protein Mcl-1 (Homo sapiens), Q07820; inhibition, % at 10 µM; 0.1% of 190,000 active;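 note: 0% = no compound tracer wells and 100% = peptide blocker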
Target sequence (Q07820 whole entry, looked up): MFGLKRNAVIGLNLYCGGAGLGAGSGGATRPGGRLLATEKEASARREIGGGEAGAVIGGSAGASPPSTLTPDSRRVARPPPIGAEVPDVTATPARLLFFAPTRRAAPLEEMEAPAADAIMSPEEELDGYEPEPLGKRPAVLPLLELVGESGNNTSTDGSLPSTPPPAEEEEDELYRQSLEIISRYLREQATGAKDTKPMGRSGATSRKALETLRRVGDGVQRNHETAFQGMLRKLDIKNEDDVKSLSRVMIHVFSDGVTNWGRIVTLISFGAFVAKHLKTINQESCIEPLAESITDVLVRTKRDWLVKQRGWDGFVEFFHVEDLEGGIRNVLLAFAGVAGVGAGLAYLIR
Mcl1-Bid inh: Mcl-1/Bid binding inhibitors, primary screen, biochemical, TR-FRET, 1536-well | TR-FRET Mcl-1/Bid-Dy647 peptide binding | Induced myeloid leukemia cell differentiation protein Mcl-1 (Homo sapiens), Q07820 | 0.97% of 220,000 active | inhibition, % at 21.7 µM;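 active = compounds that cut the binding signal by more than half at the single screening dose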;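 note: His-tagged Mcl-1 with europium anti-His antibody binding Bid BH3 peptide; 0% = Mcl-1 plus peptide wells and 100% = peptide-only wells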
RGS8-Gao reg: RGS8-Galphao binding modulators, primary screen, biochemical, multiplexed bead flow cytometry; response (percent of control binding), % at 10 µM; actives lie on both sides; Guanine nucleotide-binding protein G(o) subunit alpha (Homo sapiens), P09471; 0.34% of 220,000 active; AID 1423, 2008; in the data active = response below about 60% or above about 140%; inactive = in between;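 note: Galphao activated as the GDP aluminium fluoride complex binding bead-coupled RGS8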
Bim-Bcl-B: inhibitors of Bim-Bcl-B binding, primary screen, biochemical, multiplexed, human Bcl-2 family; bead-based flow cytometry, Bim peptide-Bcl-B binding; inhibition, % at 10 µM; 0.073% of 190,000 active;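 note: 0% = tracer peptide without compound and 100% = reference inhibitor peptide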
Bim-Bcl-W: inhibitors of Bim binding to Bcl-W, primary screen, biochemical, multiplexed, bead-based flow cytometry. AID 952, 2007. Bcl-2-like protein 2 (Homo sapiens), Q92843. 0.02% of 190,000 active. Bim peptide-Bcl-W binding. inhibition, % at 10 µM;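 note: 0% = bound tracer without compound and 100% = peptide blocker; higher means less fluorescent Bim peptide bound to Bcl-W beads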
Target sequence (Q92843 whole entry, looked up): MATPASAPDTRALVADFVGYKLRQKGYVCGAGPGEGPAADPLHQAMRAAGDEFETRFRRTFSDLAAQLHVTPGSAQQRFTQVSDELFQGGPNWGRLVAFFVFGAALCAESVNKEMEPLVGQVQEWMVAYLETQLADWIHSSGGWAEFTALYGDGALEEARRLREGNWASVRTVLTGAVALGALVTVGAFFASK
Bcl-XL Bim block: inhibitors of Bim-Bcl-XL binding, primary screen, biochemical, multiplexed, bead flow cytometry, human Bcl-XL. Bcl-2-like protein 1 (Homo sapiens), Q07817. Bim peptide-Bcl-XL binding, fluorescence. inhibition, % at 10 µM. 0.04% of 190,000 active. AID 1007, 2008
Target sequence (Q07817 whole entry, looked up): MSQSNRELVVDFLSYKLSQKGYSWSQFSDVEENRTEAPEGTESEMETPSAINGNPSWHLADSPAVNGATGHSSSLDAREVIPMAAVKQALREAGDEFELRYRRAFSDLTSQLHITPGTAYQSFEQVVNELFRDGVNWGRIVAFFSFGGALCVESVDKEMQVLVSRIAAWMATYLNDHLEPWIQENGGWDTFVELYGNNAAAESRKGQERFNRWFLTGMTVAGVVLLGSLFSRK
GSH bead fluor: compound fluorescence on glutathione beads, profiling panel, artefact control, biophysical, 488/530 nm, flow cytometry. GSH beads flow cytometry, compound fluorescence 488/530 nm; stronger effect = higher value. fluorescence (KMESF) at 10 µM. 0.25% of 190,000 active. AID 1776, 2009; in the data active = fluorescence above about 89;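 note: glutathione beads carrying GST-tagged Bcl family fusion proteins plus one bare bead set; values are compound well signal with DMSO vehicle wells as background; inactives centre near 16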
Bim-Bfl-1: inhibitors of Bim binding to Bfl-1, primary screen, biochemical, multiplexed, bead-based flow cytometry. 0.12% of 190,000 active. AID 1008, 2008. inhibition, % at 10 µM. Bim-Bfl-1 binding inhibition;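 note: 0% = wells without compound plus tracer and 100% = blocker peptide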
RGS4-Gao reg: modulators of RGS4 binding to Galphao, primary screen, biochemical, multiplexed bead flow cytometry. actives lie on both sides. binding response (% of control), % at 10 µM. 0.33% of 220,000 active. AID 1415, 2008; in the data active = binding response below about 49% or above about 150%; inactive = in between;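 note: fluorescent Galphao activated with aluminum fluoride binding bead-coupled RGS4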
RGS7-Gao reg: RGS7-Galphao binding modulators, primary screen, biochemical, multiplexed bead flow cytometry; Guanine nucleotide-binding protein G(o) subunit alpha (Homo sapiens), P09471; actives lie on both sides; binding response (% of control), % at 10 µM; 0.35% of 220,000 active; in the data active = binding response below about 49% or above about 150%; inconclusive = no clear call, values can overlap the other calls; inactive = in between;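 note: fluorescent Galphao held in activated GDP-AlF4 state binding bead-coupled RGS7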
An asterisk follows results filed as active; ? = inconclusive; · = not tested or not shown; [ ] = dose if it differs, or a comment. Cut-off read from the data, not from the text of the source, unless noted: active = inhibition above about 40%.

SMILES	Bim-Bcl-2	Bim-Mcl-1	Mcl1-Bid inh	RGS8-Gao reg	Bim-Bcl-B	Bim-Bcl-W	Bcl-XL Bim block	GSH bead fluor	Bim-Bfl-1	RGS4-Gao reg	RGS7-Gao reg
COc1ccc(CNC(=O)NCc2ccc(OC)c(OC)c2)cc1OC	-1	-4	-8	105	1	-1	-9	37	0	115	157*[activator]
CCOc1ccc(NC(=O)CSc2nc3ccccc3c(=O)n2Cc2cccs2)cc1	0	-2	8	76	-7	-2	-4	6	-1	84	82
O=C(NCc1ccccn1)c1cc2n(n1)C(C(F)(F)F)CC(c1ccco1)N2 (configuration not stated)	-4	0	-27	91	-6	-1	7	30	-7	82	94
CCOC(=O)CSc1nc(=O)n2ccccc2n1	-4	-1	-10	125	-4	-3	-2	11	-5	122	?
O=C1NCC2=C1C(c1ccccc1)Nc1ccccc1N2 (configuration not stated)	-8	0	-10	101	-8	1	-5	37	-9	102	99
CC(=O)Nc1ccccc1OCC(=O)NCC(F)(F)F	1	-1	1	103	-3	-1	-4	16	1	101	103
COCc1nc2ccccc2n1Cc1ccc(Br)cc1	-3	0	-9	101	-1	0	2	11	1	98	100
CN(CCCC(=O)NC1CC(C)(C)NC(C)(C)C1)S(=O)(=O)c1ccc([N+](=O)[O-])cc1	-2	-2	-4	100	-3	1	-2	21	-6	99	98
Cc1cccc2sc(N(CCCN(C)C)C(=O)c3ccc(Cl)s3)nc12	12	3	-1	103	4	5	0	9	3	110	101
O=C(COC(=O)C1CCCN1C(=O)c1cccs1)Nc1ccc2c(c1)OCO2 (configuration not stated)	-2	-2	-58	95	1	-1	0	21	-2	92	92
COc1ccccc1-c1cc(C(F)(F)F)nc(S(=O)(=O)CCCC(=O)NCc2ccc(F)cc2)n1	0	2	-45	100	0	-1	-3	10	0	98	106
Cc1ccc(NC(=O)Cn2ccc([N+](=O)[O-])n2)cc1C	0	0	-9	100	-3	0	-4	19	-4	95	?

Record cards, as listed above. Values in the order: Bim-Bcl-2 | Bim-Mcl-1 | Mcl1-Bid inh | RGS8-Gao reg | Bim-Bcl-B | Bim-Bcl-W | Bcl-XL Bim block | GSH bead fluor | Bim-Bfl-1 | RGS4-Gao reg | RGS7-Gao reg
Cc1ccc(NC(=O)Cn2ccc([N+](=O)[O-])n2)cc1C as listed: 0 | 0 | -9 | 100 | -3 | 0 | -4 | 19 | -4 | 95 | ?
O=C(NCc1ccccn1)c1cc2n(n1)C(C(F)(F)F)CC(c1ccco1)N2 (configuration not stated) as listed: -4 | 0 | -27 | 91 | -6 | -1 | 7 | 30 | -7 | 82 | 94
CCOC(=O)CSc1nc(=O)n2ccccc2n1 as listed: -4 | -1 | -10 | 125 | -4 | -3 | -2 | 11 | -5 | 122 | ?

The list goes on.
SMILES	Bim-Bcl-2	Bim-Mcl-1	Mcl1-Bid inh	RGS8-Gao reg	Bim-Bcl-B	Bim-Bcl-W	Bcl-XL Bim block	GSH bead fluor	Bim-Bfl-1	RGS4-Gao reg	RGS7-Gao reg
CN(C)C(CNC(=O)c1cccc(S(=O)(=O)N(C)C)c1)c1ccccc1 (configuration not stated)	-2	0	-14	102	0	-3	0	17	-1	102	100
O=C1N/C(=N\N=C\c2cccs2)SC1Cc1cccc(Cl)c1 (configuration not stated)	-7	-3	-21	99	-7	-5	-9	15	-4	94	92
O=C(C(=S)N1CCOCC1)c1c[nH]c2ccccc12	2	-7	-30	87	-8	-6	-3	17	5	99	?
COc1ccc2oc3cc(C)[n+]([O-])c(-c4ccc(Cl)cc4)c3c2c1	-3	-5	-2	78	-7	-1	-5	11	-1	41*	52
CCOC(=O)c1c(C)n(CC(O)CN(CC)CC)c2cc(Br)c(OC)cc12 (configuration not stated)	0	6	-20	96	0	-1	2	10	-2	93	89
O=C1c2ccccc2C(=O)N1OCCOCCOCCON1C(=O)c2ccccc2C1=O	0	-8	-1	99	-1	-1	-4	20	-3	96	95
CCN1C(=O)/C(=C\N2CCN(c3cccc(Cl)c3)CC2)SC1=S	-1	-1	-60	98	0	-4	0	6	-1	104	100
Cc1cc(C)c2nc(C(F)(F)F)nc(NCCCN3CCOCC3)c2c1	0	-2	14	99	-5	-3	0	7	0	95	94
O=c1cc(CSc2nnc(COc3ccccc3Cl)o2)nc2sccn12	-3	4	0	98	-3	1	1	28	-11	88	86
Cc1ccc(-c2nc3ncccn3c2NC2CCCCC2)o1	0	-2	-50	101	-5	-2	0	22	3	100	104
CCCCC(CC)C(=O)Nc1ccc(C#N)cc1 (configuration not stated)	-8	-2	6	98	-9	-3	-5	34	-11	93	97
CCCOC(=O)CN1C(=O)c2ccccc2C1=O	0	0	-9	102	-3	-1	-3	20	0	101	100
Cc1sc2ncnc(OCc3nnc(-c4cccs4)o3)c2c1C	-1	-2	-1	101	-4	0	-4	12	-4	100	103
O=C(Oc1nsnc1N1CCOCC1)c1ccccc1	-12	-6	0	102	-15	-3	0	26	-13	101	101
O=C(c1ccc(Cl)nc1)N1CCc2ccccc2C1	-2	0	-27	99	-8	3	11	57	-13	101	101
Cc1cccc(-n2ncc3c(N4CCOCC4)ncnc32)c1	0	0	4	59*	4	0	-1	17	1	65	63
CCC(CC)NC(=O)c1cccc(Oc2ccccc2)c1	-7	-5	-32	101	-4	-5	0	13	-7	100	100
CC(C)Cn1c(SCC(=O)Nc2cccc(S(N)(=O)=O)c2)nc2ccccc2c1=O	1	-1	0	105	0	-2	1	13	2	104	?
O=C(Nc1ccc(CN2CCOCC2)cc1)c1cccc(-c2cc3ccccc3oc2=O)c1	0	0	9	99	-2	2	0	18	0	97	96
O=C(CN1N=C(c2ccccc2)CCC1=O)NCc1ccccc1	-7	-2	-15	103	-2	-7	-4	19	-4	102	107
CCCCSc1nn[nH]n1	-2	-2	17	103	-3	-3	-4	21	-2	99	100
CC(C)C(OC(=O)/C=C/c1ccc2c(c1)OCO2)C(=O)NC(N)=O (configuration not stated)	6	4	-5	100	8	5	4	12	9	100	?
CCOC(=O)c1cnn(-c2ccccc2)c1-c1ccccc1	-10	1	16	101	-6	1	-1	54	-8	102	104
N=C1/C(=C\c2ccc(OC(=O)c3ccco3)cc2)C(=O)N=C2SC=NN12	1	-1	3	109	0	0	-2	65	-2	104	108
Oc1ccc(COCc2ccccc2)c2cccnc12	-1	2	-70	92	-7	4	-1	60	-11	87	86
CCOc1ccc(/C=N/NC(=O)Cc2csc(Nc3cccc(C(F)(F)F)c3)n2)c(OCC)c1	-5	-2	-53	100	-2	1	-2	9	-2	98	102
CCc1ccc(NC(=O)COC(=O)/C(=C/c2ccccc2OC)c2ccccc2)cc1	-7	-3	6	96	-8	-3	-5	12	-11	97	93
CCCCCN(C(=O)CCCSc1nncs1)c1c(N)n(CCCC)c(=O)[nH]c1=O	0	-9	-19	101	-5	-2	-2	25	-7	104	99
Clc1ccc(OCCSc2ncccn2)c2ccccc12	-3	-1	-2	99	-2	0	-2	12	0	101	103
Oc1ccc(Cl)cc1-c1cc(-c2ccccc2Cl)[nH]n1	0	3	-1	101	2	-2	-4	30	1	102	106
Cc1ccc2c(CC(=O)NNC(=O)c3ccccc3)coc2c1	-5	0	-17	100	0	0	-1	9	-4	101	108
CCc1nn(C(C)C(=O)N2CCc3ccccc3C2)c(=O)c2cc3occc3n12 (configuration not stated)	-1	-4	-19	101	-5	-3	-1	27	1	105	104
Oc1cccc(/C=N/Nc2cccc3cccnc23)c1	0	4	-56	115	2	2	1	10	7	111	106
C=CCn1c(SCC(=O)Nc2ncc(Cc3ccc(C)c(Cl)c3)s2)nnc1-c1ccncc1	-2	-3	11	98	-4	-1	-5	10	0	99	102
CCn1cc([N+](=O)[O-])c(C(=O)N2N=C(c3ccc(O)c(OC)c3)CC2c2ccccc2O)n1 (configuration not stated)	1	14	-4	100	-4	0	-7	8	0	99	95
O=C(N/N=C/c1c[nH]c2ccc(Br)cc12)c1ccc2c(c1)OCO2	0	-7	-15	105	-7	0	0	23	4	106	108
O=C(Nc1ccc(F)c(F)c1)c1ccco1	0	0	-5	101	-1	0	-2	11	-5	104	106
O=C(OCC(=O)c1ccc[nH]1)c1ccc(S(=O)(=O)N2CCCCC2)cc1	-1	-3	-3	101	-8	-1	-9	35	-10	102	102
S=c1[nH]nc(-c2cc(-c3ccco3)[nH]n2)n1-c1cccc2ccccc12	-3	-5	-25	92	-30	1	-4	34	-2	91	90
Cc1cccc2sc(N(CCCN(C)C)C(=O)c3ccco3)nc12	-4	0	0	102	-2	-1	-4	9	-7	102	102
S=c1[nH]nc(NCCc2ccccc2)s1	1	-3	-60	98	-16	3	-6	23	1	96	101
CCOC(=O)c1c(C)[nH]c(O)c1C=Nc1ccc(C(F)(F)F)cc1	-10	-2	-59	100	-7	1	-11	35	-8	95	94
O=C(CCNC(=O)Cn1ccc2ccccc2c1=O)NCCc1ccc(Cl)cc1	-3	-5	-6	104	-7	-4	-3	4	-1	104	103
CCCCNC(=O)CSc1nc2ccc(N3CCOCC3)cc2c(=O)n1CCc1ccccc1	-8	-8	-28	101	-21	-7	-11	9	-3	102	98
O=C1c2ccccc2-c2ncnc3c(N4CCOCC4)cc(N4CCOCC4)c1c23	2	9	-11	130	3	-1	6	17	3	108	106
CCN(CC)S(=O)(=O)c1ccc(N/N=C/c2ccccc2OCC(=O)O)c([N+](=O)[O-])c1	0	0	-2	102	-4	0	0	16	-3	100	97
CCOC(=O)/C=C1\Nc2ccccc2OC1=O	-3	4	-34	100	-3	0	0	13	3	100	101
COC(=O)c1ccc(C(=O)OC)c(NC(=O)COC(=O)CC2CC3CCC2C3)c1 (configuration not stated)	-4	-4	13	79	-4	-2	8	37	-3	86	89
O=c1cc(/C=C/c2ccccc2)oc2ccccc12	-5	-1	5	101	-6	1	-2	18	-8	100	105
CCOc1ccc(C(=O)Nc2cccc(-c3nc4ccccc4[nH]3)c2C)cc1[N+](=O)[O-]	13	13	-7	112	7	8	16	8	20	101	104
COCCOC(=O)C1=C(C)NC(=O)NC1c1c(Cl)nc2c(C)cccn2c1=O (configuration not stated)	-1	-15	-23	103	-6	-1	-7	19	-7	102	104
O=[N+]([O-])c1ccc(/C([O-])=C(/C(=S)Nc2ccccc2F)[n+]2ccccc2)cc1	-7	1	-31	100	-11	0	0	12	-2	100	?
Cc1ccc(NC(=O)c2ccc(C#CC3(O)CCCCC3)cc2)cc1C	-7	0	-21	102	-7	-1	-6	31	-14	101	100
C=CCOc1ccc2c(c1)c(S(=O)(=O)c1ccc(C)cc1)cn2COC	0	-1	·	98	-1	-1	-1	38	-1	91	92
COc1ccccc1-c1nnc(-c2ccc(N3CCOCC3)cc2)o1	-6	-3	1	·	-4	-3	-6	18	-3	·	·
CC(=O)O/N=C/c1c(C)c(C=O)n2ccccc12	-4	0	-51	97	2	0	0	12	-4	100	?

Source: PubChem (several laboratories)
